Source: PubChem
D2 agonist – activates the human D2 dopamine receptor; HEK293 T-REx D2 cells, calcium flux agonist mode; P14416; activation, % at 2 µM; 340,000 tested, 0.53% active;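 active = activation over 3 SD above normal in the single-dose calcium agonist read, cut at about 30% in these data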; note: 0% is about no effect
Target sequence (P14416 whole entry, looked up): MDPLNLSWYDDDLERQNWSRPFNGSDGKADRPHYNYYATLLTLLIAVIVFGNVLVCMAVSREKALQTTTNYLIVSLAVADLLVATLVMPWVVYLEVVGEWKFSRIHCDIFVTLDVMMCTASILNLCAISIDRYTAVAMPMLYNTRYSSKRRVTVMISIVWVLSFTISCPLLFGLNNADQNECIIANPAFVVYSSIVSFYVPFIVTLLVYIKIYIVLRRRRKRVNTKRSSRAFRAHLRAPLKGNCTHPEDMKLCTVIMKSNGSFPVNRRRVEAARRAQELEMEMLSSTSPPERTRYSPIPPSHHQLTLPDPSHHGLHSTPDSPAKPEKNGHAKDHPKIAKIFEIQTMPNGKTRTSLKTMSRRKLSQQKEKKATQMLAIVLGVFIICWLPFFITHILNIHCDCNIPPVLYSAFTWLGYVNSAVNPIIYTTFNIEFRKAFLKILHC
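Tetracycline-induced HEK293 T-REx cells with force-coupled D2 receptor, plated overnight at 30 C, loaded with no-wash calcium dye. After a 10 s baseline, compound was pin-added and calcium flux read kinetically for 180 s; calcium rises flagged agonists.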
D2 potentiator – positively modulates the human D2 dopamine receptor allosterically | P14416 | HEK293 T-REx D2, calcium flux, EC20 dopamine potentiation | potentiation, % at 10 µM | 340,000 tested, 0.34% active;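 active = potentiation over 3 SD above the plate norm, cut at about 30% in these data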; note: 0% is about no effect
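Primary screen. Calcium kinetics in induced HEK293 T-REx D2 cells: compound pre-addition 180 s, EC20 dopamine, 180 s more.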
TRHR PAM – TRH receptor (human) allosteric enhancement; TRHR cells, fluo-8 calcium fluorescence, EC20 TRH enhancement; enhancement, % at 2 µM; 360,000 tested, 0.66% active; AID 493056; P34981; in the data active = enhancement above about 30%; note: 0% is about no effect
Target sequence (P34981 whole entry, looked up): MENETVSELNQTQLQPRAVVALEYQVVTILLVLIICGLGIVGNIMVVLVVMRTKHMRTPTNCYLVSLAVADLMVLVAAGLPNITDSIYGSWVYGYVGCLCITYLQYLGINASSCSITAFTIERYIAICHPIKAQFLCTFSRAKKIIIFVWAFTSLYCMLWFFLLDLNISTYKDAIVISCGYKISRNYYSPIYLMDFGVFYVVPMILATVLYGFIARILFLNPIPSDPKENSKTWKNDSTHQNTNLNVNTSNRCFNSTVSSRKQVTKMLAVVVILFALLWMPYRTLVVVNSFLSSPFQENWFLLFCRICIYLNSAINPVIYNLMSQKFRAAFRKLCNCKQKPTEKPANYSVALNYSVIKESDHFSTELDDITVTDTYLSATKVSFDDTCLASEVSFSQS
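Enhancer read-out: after compound pinning and an initial kinetic agonist-mode read, an EC20 of TRH (10 nM final) was injected and fluo-8 calcium signal (Ex 480/Em 530) followed at 1 s/cycle for 100 cycles in TRHR-expressing cells.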
D2 antagonist – antagonizes the human D2 dopamine receptor; P14416; HEK293 TREx D2 cells, calcium flux, dopamine EC80; inhibition, % at 10 µM; 340,000 tested, 2% active; AID 485344; in the data active = inhibition above about 30%; note: 0% is about no effect
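Overnight-induced (tetracycline, 30 C) HEK293 T-REx cells carrying force-coupled D2 receive a no-wash calcium dye, then compound, then EC80 dopamine at 180 s; signals are read kinetically throughout.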
D1 ag – human D1 receptor agonism | P21728 | HEK293 T-REx D1 cells, calcium flux, agonist mode | 360,000 tested, 1% active | activation, % at 2 µM; note: 0% is about no effect
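Inducible HEK293 T-REx D1 cells, force-coupled to calcium signalling, were plated at 4000 cells/well with tetracycline and held overnight at 30 C. After no-wash calcium dye loading, compound-evoked calcium rise over 180 s flagged agonists.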
RXFP1 antagonist – RXFP1 (human) relaxin receptor antagonism; Q9HBX9; HEK293-RXFP1, relaxin-stimulated cAMP HTRF, 30 min; hits give low values; activity change, negative = inhibition, % at 57.5 µM; 350,000 tested, 0.59% active; AID 1259400;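 active = activity change of -60% or lower, but not beyond a set lower limit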; note: % is set by controls: 0 for no effect and ±100 for the full control effect
D1 PAM – human D1 dopamine receptor positive modulation; potentiation, % at 10 µM; HEK293 TREx D1 cells, calcium flux, dopamine EC20 potentiation; AID 504651; P21728; 360,000 tested, 0.036% active; in the data active = potentiation above about 30%; note: 0% is about no effect
TRHR ag – TRH receptor (human) agonism; P34981; TRHR cells, calcium flux fluo-8, FDSS agonist mode; activation, % at 2 µM; 360,000 tested, 0.18% active; note: 0% is about no effect
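Fluo-8-loaded TRHR cells; 10 s baseline, compound added, kinetic Ca2+ fluorescence read 1/s, agonist mode.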
D1 antagonist – antagonists of human D1 dopamine receptor. P21728. HEK293 TREx D1 cells, calcium flux, dopamine EC80; hits give low values. activity change, negative = inhibition, % at 10 µM. 360,000 tested, 3.2% active. AID 504652; in the data active = activity change below about -30%; note: % is set by controls: 0 for no effect and ±100 for the full control effect
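Allosteric or orthosteric antagonism assessed as attenuation of the calcium response to EC80 dopamine, added 180 s after compound, in induced HEK293 Trex D1 cells loaded with no-wash calcium dye.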
Numbers without * were called inactive; · = no result given. Cut-off read from the data, not from the text of the source, unless noted: active = activation above about 30%; inactive = the rest.

structure	D2 agonist	D2 potentiator	TRHR PAM	D2 antagonist	D1 ag	RXFP1 antagonist	D1 PAM	TRHR ag	D1 antagonist
O=C(Nc1nc2ccccc2[nH]1)c1cccc(F)c1	-3.0	·	-2	8	1	-38	6	0.6	8
CC1(C)CC(=O)C=C(Nc2ccc(OCC(F)(F)C(F)F)cc2)C1	0.2	-2	-4	2	4	-10	-4	1.1	6
O=S(=O)(NCC1NCCc2ccccc21)c1ccccc1 (configuration not stated)	-0.8	-6	0	3	3	6	1	-0.2	-7
CCOc1cccc(NC(=O)C2CC(=O)N(c3ccc(F)cc3)C2)c1 (configuration not stated)	0.7	-4	4	1	2	-10	-3	0.0	-5
N#Cc1c(/N=C/c2cc3ccccc3s2)sc2c1CCC2	0.6	6	-4	-5	0	10	1	0.3	6
CCn1c(SCc2ccc(C(=O)Nc3nccs3)cc2)nnc1-c1ccc(NC(C)=O)cc1	-0.7	-2	4	-7	1	-26	1	-0.1	8
COc1ccccc1CNc1ncnc2c1nnn2Cc1ccccc1	-0.5	4	-7	0	4	-3	-8	-0.1	-5
Cc1cc(C#N)c(C)c(SCc2[nH]nc3c2C(c2ccccc2)C(C#N)=C(N)O3)n1 (configuration not stated)	0.1	6	0	19	3	-10	-8	-0.4	-2
CCC(=O)Nc1ccc2c(c1)OCCO2	-0.1	30*	4	8	0	8	-4	0.7	17
CCOC(=O)c1cccc(NC(=O)CC2C(=O)N(c3ccc(OC)cc3)C(=O)N2C2CCCC2)c1 (configuration not stated)	0.0	12	5	·	7	5	-4	-0.5	-35*
O=c1oc2ccccc2c(NC2CCCCC2)c1NS(=O)(=O)c1ccc(F)cc1	0.6	-8	-9	-3	4	3	0	0.2	3
COc1ccc(CCN2C(=O)CC(Cc3cccc(C)c3)C2=O)cc1OC (configuration not stated)	-1.9	12	1	-27	4	-5	0	-1.3	6
COC(=O)c1cccc(NC(=O)c2onc3c2CCCC3)c1	-0.6	3	-4	2	3	-9	-1	-0.2	4
CCOC(=O)C(=CNNc1ccccc1)C(=O)OCC	1.0	5	-3	3	2	-6	-2	0.2	-11
NC(=O)C1CCN(C(=O)Cc2ccc(-c3ccccc3)cc2)CC1	1.5	8	-2	6	5	-1	·	0.7	4
COC(=O)c1cc(C)sc1NC(=O)CC1Nc2ccccc2NC1=O (configuration not stated)	-0.7	0	6	-8	11	5	·	0.6	-11
CN(C)c1ccncc1C(=O)Nc1ccc(F)cc1F	-3.4	3	3	-15	7	9	-2	-2.5	-3
Cc1cc(NC(=O)/C=C/c2ccc(Cl)cc2)no1	0.6	-5	2	-7	1	-10	0	0.2	-14
CCOc1ccc(Oc2ccccc2NS(=O)(=O)c2ccc(CCC(=O)O)cc2)cc1	·	·	1	·	-1	-3	2	-0.4	1
O=C(CNC(=O)c1ccccc1)NCCc1nc2ccccc2[nH]1	·	·	0	·	1	-5	-3	0.6	-8

Three entries out of the list above, sorted by their value in D2 antagonist, descending:
mol	D2 antagonist
NC(=O)C1CCN(C(=O)Cc2ccc(-c3ccccc3)cc2)CC1	6
CC1(C)CC(=O)C=C(Nc2ccc(OCC(F)(F)C(F)F)cc2)C1	2
O=c1oc2ccccc2c(NC2CCCCC2)c1NS(=O)(=O)c1ccc(F)cc1	-3

Three of the compounds above, with each value named:
> COC(=O)c1cc(C)sc1NC(=O)CC1Nc2ccccc2NC1=O (configuration not stated)
  D2 agonist: -0.7	D2 potentiator: 0	TRHR PAM: 6	D2 antagonist: -8	D1 ag: 11	RXFP1 antagonist: 5	D1 PAM: ·	TRHR ag: 0.6	D1 antagonist: -11

> CN(C)c1ccncc1C(=O)Nc1ccc(F)cc1F
  D2 agonist: -3.4	D2 potentiator: 3	TRHR PAM: 3	D2 antagonist: -15	D1 ag: 7	RXFP1 antagonist: 9	D1 PAM: -2	TRHR ag: -2.5	D1 antagonist: -3

> Cc1cc(NC(=O)/C=C/c2ccc(Cl)cc2)no1
  D2 agonist: 0.6	D2 potentiator: -5	TRHR PAM: 2	D2 antagonist: -7	D1 ag: 1	RXFP1 antagonist: -10	D1 PAM: 0	TRHR ag: 0.2	D1 antagonist: -14

Further results follow:
structure	D2 agonist	D2 potentiator	TRHR PAM	D2 antagonist	D1 ag	RXFP1 antagonist	D1 PAM	TRHR ag	D1 antagonist
Cc1cccc(N2CCN(C(=O)c3ccc4nc[nH]c4c3)CC2)c1C	-1.0	-2	2	2	20	2	-7	-1.2	-46*
O=C(/C=C/c1c(F)cccc1Cl)NCc1ccc2c(c1)OCO2	1.0	-6	-8	-3	4	0	1	-1.6	14
CCc1nnc2c(Nc3cccc(F)c3)nc3ccc(C(=O)c4ccccc4)cc3n12	-0.6	-5	-1	·	0	-2	-2	0.7	-2
C=CCn1c(C)cc(C(=O)CN2C(=O)NC3(CCCc4ccccc43)C2=O)c1C (configuration not stated)	0.0	-2	4	-8	2	-7	-3	0.3	-12
CN(C)C(=O)COC(=O)c1ccccc1Nc1ccc(SC(F)F)cc1	-0.2	3	7	2	8	-2	-4	-0.4	-11
CCn1c(SCC(=O)N/N=C/C=C/c2ccccc2[N+](=O)[O-])nnc1-c1ccc(Cl)cc1	-1.9	-5	-6	-1	2	·	-5	-1.2	-9
CN(CC(=O)Nc1ccc(F)c(F)c1F)C(=O)c1ccc(-n2cncn2)c([N+](=O)[O-])c1	-0.6	-7	2	0	3	-6	-4	-0.5	3
Cc1ccc(-c2cc(C(F)(F)F)c(C#N)c(SCC(=O)Nc3ccccc3F)n2)cc1	5.4	9	6	·	72*	12	-4	18	-2
Cc1ccccc1NC(=O)C1C2/C=C\CCCCC21 (configuration not stated)	0.7	-6	-1	-14	4	·	-1	0.4	11
CC(=O)Nc1cccc(CNCc2cccc(NC(C)=O)c2)c1	0.5	-10	-1	23	1	7	-7	0.0	-15

More structures:
Results follow in this order: D2 agonist, D2 potentiator, TRHR PAM, D2 antagonist, D1 ag, RXFP1 antagonist, D1 PAM, TRHR ag, D1 antagonist
C/C=C/c1ccc(OCCOc2cc(C=O)ccc2OC)c(OC)c1
 : -1.0, -3, -6, 3, 3, -8, 4, -0.1, 3
Cc1cc(C)n(-c2nc3cc(Cl)ccc3nc2Nc2ccc(C)c(F)c2)n1
 : 0.5, 3, 6, ·, 1, -17, -2, 0.7, 3
CSc1cccc(NC(=O)CCn2c(=O)c3cccn3c3cccnc32)c1
 : -0.4, 11, -3, 2, 1, -4, -3, -0.9, -7
COc1ccccc1CNC(=O)Cn1c(=O)oc2cc(Cl)ccc21
 : -0.9, -9, 6, 0, 3, -6, -7, -0.9, 5
CCCCn1c(C)cc2c(c1=O)C1O[C@](CCCC)(Cc3cc(C#N)ccc31)O2
 : ·, ·, 0, ·, 0, ·, -2, 0.3, -5
O=C1CSC(=S)N1/N=C/c1cc(Br)c(O)c(Br)c1
 : 85*, -19, 32*, -41, 422*, -24, 0, 160*, 4
Cc1cccc(-n2c(SCc3cc(=O)n4c(C)cccc4n3)nc3[nH]ncc3c2=O)c1
 : -0.9, 0, -3, 1, 1, ·, 1, -0.1, 0
CC(C)C(=O)N1CCN(c2ccc(NC(=O)c3cccs3)cc2Cl)CC1
 : 0.3, 0, 27, -22, 2, -8, -2, 0.6, -13
CNC(=S)N/N=C1\C(=O)c2cccc3cccc1c23
 : 0.1, -9, 0, -11, 0, 9, 0, -0.4, -46*
CC1CC(=O)N(CC(=O)Nc2ccc3c(c2)OCO3)c2ccccc2S1 (configuration not stated)
 : 0.2, 7, -1, -5, 2, -3, 6, -0.1, 0
COC(=O)C1=C(C)Nc2nnnn2C1c1cc(OC)ccc1OC (configuration not stated)
 : 2.9, 13, 7, 0, 4, 6, 2, 0.0, -2
CCCCCc1nc(-c2nonc2N)no1
 : 0.0, 8, 8, -16, 2, -15, 7, -0.6, -4
OCCC1CN(Cc2cccc3nonc23)CCN1C1CCCCC1 (configuration not stated)
 : -0.8, -13, 0, 38*, 0, -11, 4, -0.3, -1
CCC(C)C(=O)Nc1ccc([N+](=O)[O-])cc1OC (configuration not stated)
 : 1.0, -10, -4, 2, 3, 10, -6, -0.8, 17
CC(C)(C)C(=O)O/N=C(\N)Cc1ccc(-c2csnn2)cc1
 : -0.7, -3, 13, -23, 1, -15, -4, -0.7, 0
CCc1cccc(NC(=O)C2CCN(S(=O)(=O)c3ccc4c(c3)CC(C)N4C(C)=O)CC2)c1 (configuration not stated)
 : 0.1, 9, -4, 70*, 0, ·, -6, -1.0, -12
CCOc1ccc(-c2cc(N)n(S(=O)(=O)c3ccc(OC)cc3)n2)cc1
 : ·, ·, -5, ·, 5, ·, ·, -0.2, -6
CC(C)NC(=O)c1c2c(nc3ccccc13)CCCC2
 : -0.7, 6, -1, -7, -1, -4, -1, -0.1, -1
COc1ccc(OCC(O)CNC(=O)c2ccc(C)cc2)cc1 (configuration not stated)
 : 0.0, -3, 2, 1, 0, -12, -12, -0.4, 1
CC1=NOC(=O)/C1=C/c1ccc(O)c(Cl)c1
 : ·, ·, 5, ·, 1, -3, -16, -0.2, -2
Cc1ccc(C)c(NC(=O)CCN2CC(C)CC(C)C2)c1 (configuration not stated)
 : 1.3, -11, 2, 7, 1, 3, 0, -0.1, -3
Cc1cc2nc[nH]c2cc1[N+](=O)[O-]
 : 0.5, -1, -6, 6, 7, -11, 1, 0.5, -6
CC(C)(C)NC(=O)Nc1ccccc1C(N)=O
 : 0.4, 2, 1, 15, 2, 8, 0, 1.1, 1
COCCNC(=O)CN1c2ccccc2CC1C (configuration not stated)
 : ·, 19, 11, ·, 6, -3, -1, -1.7, -7
